Screens from PubChem BioAssay.
Mm-Cpn inhibitor – inhibitors of Methanococcus maripaludis chaperonin (MmCpn). AID 504842. purified Mm-Cpn ATPase, ADP Transcreener TR-FRET. 330,000 compounds, 0.031% hits. Potency, µM (highest dose often 76.9 µM), without a hit: at the highest dose activity, negative = inhibition, most hits filed as inhibitors; note: potency is the fitted concentration of half-maximal effect; % is set by controls: 0 for no effect and ±100 for the full control effect; nearly all actives have a fitted effect of over 80% in size
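25 nM Mm-CPN + cpd, 10 min 37°C; + 10 uM ATP, 30 min 37°C; buffer 30 mM Tris pH 7.4, 100 mM KCl, 5 mM MgCl2, 1 mM DTT; Transcreener ADP HTRF detection 30 min RT.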
EPAC1 ag – agonists of human EPAC1 | O95398 | EPAC1 agonist qHTS, biochemical assay; response scale: 100% = response to 6.5 mM cAMP | Potency, µM (top dose mostly 154 µM), inactives show top-dose activation, actives largely listed as activators | 360,000 compounds, 0.073% hits; note: potency is the fitted concentration of half-maximal effect; nearly all actives have a fitted effect of over 60% in size
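Multi-concentration qHTS readout: loss of Rap1B-bound BODIPY-GDP fluorescence driven by 100 nM EPAC1 with excess GDP (50 uM), monitored kinetically at room temperature; agonist response expressed relative to 6.5 mM cAMP.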
WRN inhibitor – blocks human WRN helicase | WRN helicase unwinding, fluorescent forked duplex, kinetic | Potency, µM (top dose mostly 114 µM), inactives show at the highest dose activity change, negative = inhibition, hits mostly inhibitors | AID 651768 | Q14191 | 360,000 compounds, 0.46% hits; note: potency is the fitted concentration of half-maximal effect; % is set by controls: 0 for no effect and ±100 for the full control effect; nearly all actives have a fitted effect of over 55% in size
Target sequence (Q14191 whole entry, looked up): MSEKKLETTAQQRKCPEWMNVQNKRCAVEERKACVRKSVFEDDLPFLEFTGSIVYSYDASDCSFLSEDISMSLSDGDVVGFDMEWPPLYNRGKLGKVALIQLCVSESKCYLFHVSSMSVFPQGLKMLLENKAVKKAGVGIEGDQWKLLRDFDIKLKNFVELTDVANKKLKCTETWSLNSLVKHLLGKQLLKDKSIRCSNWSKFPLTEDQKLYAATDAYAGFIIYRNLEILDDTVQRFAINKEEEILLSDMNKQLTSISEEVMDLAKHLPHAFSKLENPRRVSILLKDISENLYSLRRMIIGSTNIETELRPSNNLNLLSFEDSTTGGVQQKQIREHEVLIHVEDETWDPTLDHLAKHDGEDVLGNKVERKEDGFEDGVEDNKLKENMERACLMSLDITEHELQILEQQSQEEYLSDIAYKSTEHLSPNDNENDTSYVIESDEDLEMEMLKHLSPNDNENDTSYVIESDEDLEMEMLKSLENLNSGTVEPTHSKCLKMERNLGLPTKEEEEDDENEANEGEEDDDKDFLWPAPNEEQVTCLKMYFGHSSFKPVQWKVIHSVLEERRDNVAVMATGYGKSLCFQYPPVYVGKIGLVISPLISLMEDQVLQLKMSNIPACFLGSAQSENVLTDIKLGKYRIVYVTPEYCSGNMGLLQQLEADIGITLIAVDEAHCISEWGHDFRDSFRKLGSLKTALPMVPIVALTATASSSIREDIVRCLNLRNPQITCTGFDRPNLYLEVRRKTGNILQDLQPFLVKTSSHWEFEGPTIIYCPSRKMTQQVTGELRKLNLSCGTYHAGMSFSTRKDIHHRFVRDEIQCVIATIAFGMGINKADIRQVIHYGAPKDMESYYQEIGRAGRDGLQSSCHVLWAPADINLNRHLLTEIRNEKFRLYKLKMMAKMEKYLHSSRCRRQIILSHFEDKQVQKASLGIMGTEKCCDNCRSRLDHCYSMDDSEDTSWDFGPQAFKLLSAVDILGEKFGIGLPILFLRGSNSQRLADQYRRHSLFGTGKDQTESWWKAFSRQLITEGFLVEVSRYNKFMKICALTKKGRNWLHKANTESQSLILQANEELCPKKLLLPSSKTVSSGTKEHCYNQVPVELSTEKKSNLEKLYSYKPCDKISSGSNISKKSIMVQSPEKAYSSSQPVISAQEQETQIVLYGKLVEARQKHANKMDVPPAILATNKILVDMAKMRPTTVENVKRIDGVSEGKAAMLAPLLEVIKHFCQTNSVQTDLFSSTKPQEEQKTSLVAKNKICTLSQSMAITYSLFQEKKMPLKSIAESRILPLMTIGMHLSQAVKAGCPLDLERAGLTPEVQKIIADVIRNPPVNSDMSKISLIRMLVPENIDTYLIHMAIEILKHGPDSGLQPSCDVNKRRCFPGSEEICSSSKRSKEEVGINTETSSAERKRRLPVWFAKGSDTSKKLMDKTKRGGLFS
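Primary qHTS, 1536-well format. 20 nM WRN + compound, 15 min RT; start with 100 nM forked fluorophore/quencher duplex, 2 mM ATP (final); kinetic read ex 525/em 598 nm.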
CCT chaperon mod – changes cytosolic chaperonin activity. AID 651819. 360,000 compounds, 0.3% hits. purified chaperonin ATPase assay, HTRF ADP detection, 30 min. activity change, % (concentration not given with the values), hits read low; in the data active = activity change below about -30%; note: % is set by controls: 0 for no effect and ±100 for the full control effect
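We incubate TRiC, 40 or 20 nM final, with library compounds at 76 uM and 10 uM ATP for 30 min at 37 °C. ADP formed is detected with Transcreener HTRF reagents after 30 min at room temperature.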
EPAC2 antagonist – antagonists of human EPAC2 | AID 720708 | Q8WZA2 | Potency, µM (top dose mostly 114 µM), for the others: top-dose activity, negative = inhibition, actives largely listed as inhibitors | EPAC2 GEF exchange of Rap1B-BODIPY-GDP, fluorescence | 360,000 compounds, 0.18% hits; note: potency is the fitted concentration of half-maximal effect; % is set by controls: 0 for no effect and ±100 for the full control effect; nearly all actives have a fitted effect of over 45% in size; many of its hits are not listed in these tables
PLK1 PBD block – blocks phosphopeptide binding to human PLK1 polo-box domain. 360,000 compounds, 2.8% hits. Plk1 PBD binding of FITC phosphopeptide, fluorescence polarization. Potency, µM, inactives show max response, negative = inhibition, most hits filed as inhibitors. P53350; note: potency is the fitted concentration of half-maximal effect; series mostly up to about 57 µM; % is set by controls: 0 for no effect and ±100 for the full control effect; nearly all actives have a fitted effect of over 65% in size
EPAC1 antagonist – blocks human EPAC1 exchange factor; AID 720709; Potency, µM (top dose mostly 115 µM), for the others: at the highest dose activity change, negative = inhibition, actives largely listed as inhibitors; EPAC1 GEF assay, Rap1b-BODIPY-GDP exchange fluorescence; 360,000 compounds, 0.14% hits;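 note: potency is the fitted concentration of half-maximal effect; plate controls were vehicle for no effect and positive control for full effect; nearly all actives have a fitted effect of over 50% in size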
PI5P4K alpha inh – PI5P4K alpha (human) kinase inhibition; max response, %; P48426; 330,000 compounds, 1.2% hits; PI5P4Kalpha enzyme, ADP-Glo luminescence, 60 min; active compounds read low; active = max response of -50% or lower; inconclusive = between -30% and -50%; inactive = -30% or higher; note: value at the top dose of about 77 µM; % is set by controls: 0 for no effect and ±100 for the full control effect
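Single end-point luminescence (ADP-Glo) quantified ADP from PI5P4Kalpha turnover; ATP 5 microM final, 1 h at RT, 0.1% CHAPS and 0.28 mM EGTA in HEPES pH 7.4.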
Starred values were filed as active, the others as inactive; u = inconclusive; x = no result given; & = joins results of further samples; [ ] = another dose, or the depositor's remark. Unless noted, calls come from the whole dose curve; as a rule, active = well fitted curve in the direction sought with a large enough effect; inconclusive = small, poorly fitted or top-dose-only effect, or another doubt; inactive = no such curve, though single readings can be large; an effect the other way counts as inactive or inconclusive.

Molecule	Mm-Cpn inhibitor	EPAC1 ag	WRN inhibitor	CCT chaperon mod	EPAC2 antagonist	PLK1 PBD block	EPAC1 antagonist	PI5P4K alpha inh
COc1cc(NC(=O)[C@@H]2CCCN2S(=O)(=O)c2cccc3cccnc23)cc(OC)c1OC	-13.3%	1.7%	2.4%	-2.6	2.6%	-5.5%	-5.9%	-2.3
CC(=O)NC(Cc1ccccc1C)C(=O)NC1CCN(C(=O)c2cccc(C)c2)CC1 (stereo not given)	-1.9%	-1.2%	-3.8%	2.2	2.6%	-16.4%	22.2%	-6.5
Clc1cc(Br)ccc1NCc1cccnc1	-0.3%	-10.1%	-10.4%	0.3	u	-10.7%	-11.2%	5.7
CC(=O)Oc1ccc(C(=O)O)c(OC(C)=O)c1	-0.8%	8.3%	5.1%	-3.4	3.1%	-19.6%	-21.1%	-4.9
C[C@H]1CN([C@@H](C)CO)C(=O)c2cc(-c3cccc(C#N)c3)cnc2O[C@H]1CN(C)C(=O)c1ccccn1	x	5.8%	-1.9%	-0.1	1.8%	-5.9%	-5.8%	-1.9
CCn1cc(C(=O)N2CCN(c3ccccn3)CC2)c(=O)c2cc(S(=O)(=O)N3CCC(C)CC3)ccc21	-1.3%	0.5%	4.5%	-1.1	-14.8%	-4.9%	-2.5%	5.2
COc1ccc(OCC(=O)Nc2cccc3cccnc23)cc1	1.1%	14.9%	-8.6%	-1.0	-9.1%	0.5%	-1.1%	8.0
Cc1cc(C)cc(NS(=O)(=O)c2ccc3[nH]c(=O)ccc3c2)c1	-1.4%	-1.3%	1.2%	-0.5	-0.6%	3.5%	4.1%	-0.4
NS(=O)(=O)c1ccc(CCNC(=O)c2cc(-c3ccco3)nc3ccccc23)cc1	-6.3%	-0.8%	-11.3%	0.5	0.9%	u	-13.6%	u
CC(C)CCNC(=O)CCC(=O)NNc1nc2ccccc2c2nc(-c3ccccc3)nn12	0.9%	-8.1%	-8.8%	0.1	-21.8%	-4.9%	-12.6%	-0.6
C1CCN(CC2CCCCN2)CC1 (stereo not given)	x	1.6%	6.2%	-2.0	15.2%	5.3%	11.2%	0.1
Cc1ccc(-n2ncc(C(=O)N3CCN(C(=O)c4ccco4)CC3)c2C2CCN(C(=O)OC(C)(C)C)CC2)cc1C	-4.2%	-3.0%	-7.6%	0.3	-1.7%	-9.5%	8.2%	-4.3
Cc1cc(C)cc(-n2nnc(C(=O)NCc3ccc(Cl)cc3)c2N)c1	0.0%	0.0%	-4.0%	-0.1	-3.4%	1.5%	-11.5%	-7.3
COc1ccc(CC(=O)Nc2cc(S(=O)(=O)N3CCOCC3)ccc2N2CCCC2)cc1	x	-3.9%	0.1%	-0.3	5.4%	-14.2%	12.6%	-0.6
CCOC(=O)c1cnc[nH]c1=O	x	3.3%	-3.3%	0.7	-1.5%	-4.9%	-6.2%	-2.3
COc1ccc2c(c1)[nH]c1c(N3CCN(Cc4ccc5c(c4)OCO5)CC3)ncnc12	2.2%	6.5%	-28.2%	1.5	-0.1%	3.5%	5.1%	-0.3
CC(=O)NC(Cc1ccc(F)cc1)C(=O)NC1CCN(c2nnnn2-c2ccccc2)CC1 (stereo not given)	1.7%	-1.2%	-6.1%	3.2	20.1%	-2.5%	16.9%	-0.7
CC(C)CCNC(=O)CN(CCCN1CCOCC1)C(=O)Cn1nnc(-c2ccc(F)cc2)n1	-5.4%	-2.2%	2.0%	1.2	-18.6%	-3.7%	-2.3%	x
Cc1cc(-c2n[nH]c(=S)n2/N=C/c2ccc(Br)s2)n[nH]1	-0.4%	-8.2%	-15.9%	-0.5	9.8%	-26.8%	-3.4%	-17.9
CC1=C(C(=O)N2CCOCC2)CC(CC(=O)NCCc2ccccn2)C(=O)N1CCC1=CCCCC1 (stereo not given)	x	5.6%	-4.0%	0.0	2.0%	-12.1%	-1.1%	-0.7
CCCCN(CCCNC(=O)CN1C(=O)COc2ccccc21)c1ccccc1	1.5%	u	-6.6%	-0.5	-14.1%	-17.2%	-10.8%	x
COc1ccc(NC(=O)CSc2nnc3ccc(-c4cccnc4)nn23)cc1	-2.2%	5.9%	-1.2%	1.7	4.0%	-1.5%	19.3%	2.4
C[C@H](CO)N1C[C@H](C)[C@@H](CN(C)C(=O)NC2CCCCC2)Oc2ccc(NC(=O)C3CCCCC3)cc2C1=O	1.4%	-5.4%	0.7%	-1.2	-0.7%	-11.6%	-1.9%	5.0
CCN(CC1COc2ccccc2O1)C(=O)CN1C(=O)NC(C)(c2ccc(C)cc2)C1=O (stereo not given)	2.4%	56.2µM*	-4.1%	-3.4	8.6%	-2.2%	-16.2%	6.9
NCCSc1c(-c2ccc(F)cc2)[nH]c2ccccc12	-8.0%	-2.0%	-7.1%	-0.4	-3.3%	-9.3%	-4.5%	-2.9
CC(C)C(=O)N1CCN(c2nc3ccc(Cl)cc3s2)CC1	1.0%	8.8%	2.8%	-2.8	1.2%	-7.8%	-11.0%	10.4
COc1ccc(-c2cc(=O)c3c(O)cc(O)cc3o2)cc1	-2.6%	-17.7%	-0.1%	-1.4	-8.5%	-3.4%	1.6%	-0.6
CCOC(=O)C1CCCCN1Cc1cc(Cl)ccc1O (stereo not given)	2.1%	6.2%	-1.0%	-0.5	-6.7%	-3.0%	0.0%	x
CCOC(=O)CC(NC(=O)c1cc2ccccc2oc1=O)c1cccc([N+](=O)[O-])c1 (stereo not given)	-1.0%	5.3%	-6.0%	-3.6	-0.6%	-3.7%	-8.8%	-4.4
CCC1=NN(C(=O)Cc2ccc([N+](=O)[O-])cc2)C(O)(c2ccc(Br)cc2)C1 (stereo not given)	1.0%	0.6%	-1.0%	-1.0	-1.4%	-0.6%	-0.4%	5.5
COCCNC(=O)Cn1nc(C(F)(F)F)c(Cl)c1C	0.0%	4.2%	-2.0%	0.5	17.2%	-7.6%	5.8%	11.6
CC(C)(C)OC(=O)N1CCCN(C(=O)Nc2ccc(C(F)(F)F)cc2)CC1	1.5%	-8.7%	0.4%	-0.7	3.9%	1.2%	12.3%	4.9
CN(Cc1ccccc1)C(=O)COc1ccc(Br)cc1Cl	-5.6%	3.9%	-3.0%	1.4	u	4.3%	-3.2%	2.2
O=C(NCc1ccncc1)c1csc([C@@H]2C[C@H](O)[C@@H](CO)O2)n1	x	-1.4%	15.8%[57.1 µM]	-0.7	2.0%	-15.8%	u	0.2
Cc1ccc(OCCNC(=O)c2cc(=O)[nH]c3ccccc23)cc1	0.5%	-0.5%	3.7%	-0.5	14.1%	4.5%	-9.1%	-2.9
C=C[C@]1(C)C[C@@H](OC(=O)CSCCN(CC)CC)[C@]2(C)C(C)CC[C@]3(CCC(=O)[C@H]32)[C@@H](C)[C@@H]1O (stereo not given in full)	-0.9%&-0.5%	-18.3%&-14.4%	-1.0%&2.8%	-0.1&1.1	u	-4.9%&-19.4%	-11.6%&-16.9%	13.2&3.9
CC(C)OC(=O)c1ccc(N2CCN(c3ccc(F)cc3)CC2)nc1	0.9%	-2.0%	-8.6%	-2.1	u	26.7µM*	4.4%	-1.8
CCCCc1nnc(NC(=O)C=C(C)C)s1	1.6%	9.8%	13.4%	-0.6	4.9%	-4.9%	5.5%	2.2
CC(C)n1cc(C(N)=S)c(=O)n(Cc2ccccc2)c1=O	0.6%	3.5%	4.9%	-4.6	-6.0%	-6.6%	5.7%	3.5
Cc1ccc(S(=O)(=O)N(C)CC(=O)Nc2ccncc2)cc1	-1.9%	1.2%	2.4%	0.8	14.1%	0.3%	9.8%	-3.9
CCOC(=O)/C=C1\SCC(=O)N1CC(=O)NC12CC3CC(CC(C3)C1)C2	-0.3%	-3.0%	-3.5%	1.8	-4.6%	2.0%	-5.6%	-2.0
Cc1ccc2c(c1)C(=O)CC(c1ccc3c(c1)OCCO3)O2 (stereo not given)	0.3%	8.5%	-6.1%	0.6	u	-2.9%	-4.8%	12.8
COc1ccccc1C(=O)Nc1ccc(C(=O)c2ccccc2)cc1	-28.6%	7.9%	3.9%	0.3	-3.4%	2.6%	-16.9%	15.1
O=C(COC(=O)CNC(=O)c1ccccc1)Nc1ccc(F)c([N+](=O)[O-])c1	-7.2%	-7.4%	-2.6%	0.6	-2.1%	5.3%	-0.5%	-2.6
O=C(O)C1C2CC3C(OC(=O)C31)C2Cl (stereo not given)	-2.5%	-3.7%	10.2%	-0.3	9.4%	-2.2%	12.4%	-3.4

Some entries already given, reduced to CCT chaperon mod and PLK1 PBD block.
Structure	CCT chaperon mod	PLK1 PBD block
CC(C)C(=O)N1CCN(c2nc3ccc(Cl)cc3s2)CC1	-2.8	-7.8%
COc1ccc(-c2cc(=O)c3c(O)cc(O)cc3o2)cc1	-1.4	-3.4%

Other structures:
Molecule	Mm-Cpn inhibitor	EPAC1 ag	WRN inhibitor	CCT chaperon mod	EPAC2 antagonist	PLK1 PBD block	EPAC1 antagonist	PI5P4K alpha inh
C=CCOC(=O)C(C#N)c1nc2ccccc2nc1N1CCN(Cc2ccccc2)CC1 (stereo not given)	-1.1%	16.7%	-29.1%	1.7	5.3%	-8.0%	-10.5%	6.2
Cc1cn([C@H]2C[C@H](O)[C@@H](CCC(=O)NCc3ccc(N(C)C)cc3)O2)c(=O)[nH]c1=O	x	6.1%	1.2%	-1.1	-4.6%	-8.1%	-13.9%	-3.0
CCc1ccc(NC(=O)CSc2nnc(-c3cnccn3)n2C)cc1	-0.2%	-13.8%	7.1%	1.7	0.6%	-2.1%	6.3%	5.3
COc1ccc(CN(C(=O)c2cc(=O)c3cc(C)cc(C)c3o2)C2CCS(=O)(=O)C2)cc1 (stereo not given)	u	1.4%	-0.4%	-0.5	0.3%	-0.1%	-10.7%	-0.5
CS(=O)(=O)N1CCN(c2cnn(-c3ccccc3)c(=O)c2Cl)CC1	4.0%	0.7%	10.6%	-1.0	22.0%	1.3%	0.5%	-3.5
COc1ccc(CCN2CC(C(=O)N(C)CCc3cn[nH]c3)CCC2=O)cc1 (stereo not given)	0.6%	-1.9%	2.3%	-1.6	4.5%	4.9%	-3.7%	2.2
O=C(CN1NS(=O)(=O)c2ccccc2C1=O)Nc1ccccc1OC(F)F	-0.1%	6.4%	-1.4%	-2.5	8.8%	-6.3%	23.2%	x

The list is partial; rates above refer to the full screens.
